Screening data as filed in PubChem BioAssay.
HGIII-sPLA2 inh – Inhibits HGIII-sPLA2 liposome hydrolysis, primary screen; Q9NZ20; QFRET BODIPY PC-A2 liposome hydrolysis, fluorescence; inhibition, % at 12.2 µM; actives 0.56% (n = 370,000);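 active means inhibition above mean plus 3 SD of compounds lying within the high and low control bounds, cut at about 19% in these data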;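 further: 0% = median of test compound wells and 100% = no enzyme DMSO wells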
rCAG RNA binder – molecules binding r(CAG) RNA repeats; r(CAG) RNA repeat, TO-PRO-1 dye displacement fluorescence; inhibition, % at 3 µM; actives 1.3% (n = 370,000);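 active means inhibition above the plate cutoff, the mean of all test compounds on that plate plus 3 SD, cut at about 35% in these data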;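 further: 0% = DMSO alone and 100% = 100 µM mitoxantrone as full dye displacement; higher means more dye released from RNA so lower well fluorescence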
GC-B act – GC-B (human) receptor activation. actives 0.11% (n = 370,000). P20594. activation, % at 10 µM. HEK293-GC-B cells, CNP EC30, cGMP TR-FRET; 0% at EC30 CNP, 100% saturating CNP. AID 1920062;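 active means activation at 10 µM reaching about 35% in either raw or pattern-adjusted values, limit read from the data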
ARFGAP1 inhibitor – inhibitors of rat ARFGAP1 | Q62848 | Arfgap1-stimulated ARF1 GTP hydrolysis, GDP FP detection | inhibition, % at 16.5 µM | actives 0.26% (n = 360,000) | AID 651572;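 active means inhibition above a per-plate limit, mean inhibition of low control wells plus 3 SD, cut at about 25% in these data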;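 further: 0% = DMSO wells with enzyme and 100% = wells lacking Arfgap1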
Target sequence (Q62848 1-136 limits assumed): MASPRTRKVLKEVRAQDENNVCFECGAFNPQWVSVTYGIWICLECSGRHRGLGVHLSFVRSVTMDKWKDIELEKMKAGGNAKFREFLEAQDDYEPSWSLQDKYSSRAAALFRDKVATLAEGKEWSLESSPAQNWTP
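Material – truncated rat Arfgap1 GAP domain · Buffer or medium – HEPES-based buffer, pH 7.5 · Reagent – human ARF1(Δ1-17)-GTP substrate · Dosing – 16.5 µM single point, 1.26% DMSO · Schedule – GTP hydrolysis reaction 2 h at 25 °C · Technique – GDP detection by fluorescence polarization · Benchmarks – No-Arfgap1 wells (100%) versus DMSO full-reaction wells (0%) · Repeats – single replicate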
FXN GAA850 act – increases GAA850 frataxin promoter reporter activity. actives 0.56% (n = 360,000). activation, % at 6 µM. HEK293 lucGAA850 FXN promoter luciferase reporter, 24 h; percent of 10 µM SAHA response;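 active means activation above the average of all compounds screened plus 3 SD, cutoff fixed separately per campaign, cut at about 7.5% in these data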;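 further: 0% = DMSO wells and 100% = 10 µM SAHA wells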
ASAP1 GAP inh – ASAP1 ArfGAP inhibition; ASAP1-stimulated ARF1 GTP hydrolysis, GDP FP detection; Q9ULH1; actives 0.19% (n = 360,000); inhibition, % at 16.5 µM; in the data active means inhibition above about 25%;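 further: 0% = vehicle with enzyme and substrate and 100% = no enzyme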
proKLK7 act – proKLK7 (human) activation, primary screen. activation, % at 7 µM. actives 0.9% (n = 370,000). P49862. purified proKLK7, EDANS-DABCYL substrate fluorescence; 100% is mature enzyme control, 0% vehicle. AID 652039;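 active means activation above the mean of all tested compounds plus 3 SD, computed per campaign excluding outliers beyond control limits, cut at about 13% in these data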
Target sequence (P49862 whole entry, looked up): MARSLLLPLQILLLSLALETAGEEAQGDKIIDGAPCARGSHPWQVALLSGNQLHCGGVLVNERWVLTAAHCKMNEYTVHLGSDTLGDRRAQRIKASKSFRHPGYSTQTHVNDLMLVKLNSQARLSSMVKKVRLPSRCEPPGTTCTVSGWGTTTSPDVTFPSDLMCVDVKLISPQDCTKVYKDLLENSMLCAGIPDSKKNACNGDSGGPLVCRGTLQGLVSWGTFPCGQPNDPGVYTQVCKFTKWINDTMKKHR
ADAM10 inh – inhibits human ADAM10; recombinant ADAM10, EDANS/DABCYL FRET peptide cleavage, 3 h; O14672; inhibition, % at 7 µM; actives 0.62% (n = 370,000);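 active means inhibition above a per-campaign cutoff equal to the mean of compounds falling between control-based bounds plus 3 SD, cut at about 20% in these data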;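 further: 0% = DMSO wells while the 100% control is not disclosed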
GC-A act – GC-A (human) enzyme activation; P16066; HEK293 GC-A cells, cGMP TR-FRET, EC30 ANP; 0% at EC30 ANP, 100% saturating ANP; activation, % at 10 µM; AID 1671463; actives 0.14% (n = 370,000); in the data active means activation above about 40%
Tn6 DDE FP – DD(E)-Tn6 binding inhibition, primary FP screen. P02675. Fibrin DD(E) TRITC-Tn6 fluorescence polarization displacement. inhibition, % at 8.3 µM. actives 0.21% (n = 370,000). AID 720509;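 active means inhibition above a per-campaign cutoff: mean of compounds within control limits plus 3 SD, cut at about 15% in these data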;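 further: 0% = median of all compound wells on the plate and 100% = blocking peptide control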
Target sequence (P02675 whole entry, looked up): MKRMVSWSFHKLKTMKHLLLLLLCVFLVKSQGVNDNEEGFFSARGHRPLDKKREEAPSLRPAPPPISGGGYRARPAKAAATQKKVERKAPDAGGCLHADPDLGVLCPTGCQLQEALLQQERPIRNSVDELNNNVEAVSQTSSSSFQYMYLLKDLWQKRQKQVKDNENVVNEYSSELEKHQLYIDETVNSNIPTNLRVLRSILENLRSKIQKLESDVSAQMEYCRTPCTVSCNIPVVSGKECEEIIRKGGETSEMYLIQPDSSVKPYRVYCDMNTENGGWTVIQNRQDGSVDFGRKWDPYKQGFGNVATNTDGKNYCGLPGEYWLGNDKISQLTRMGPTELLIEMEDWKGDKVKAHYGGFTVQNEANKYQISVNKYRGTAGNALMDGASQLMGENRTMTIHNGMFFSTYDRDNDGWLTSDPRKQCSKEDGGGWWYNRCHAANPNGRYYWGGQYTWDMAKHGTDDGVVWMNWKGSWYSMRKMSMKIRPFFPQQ
The depositor's hits bear a star; x = not tested or not shown.

SMILES	HGIII-sPLA2 inh	rCAG RNA binder	GC-B act	ARFGAP1 inhibitor	FXN GAA850 act	ASAP1 GAP inh	proKLK7 act	ADAM10 inh	GC-A act	Tn6 DDE FP
Nc1cc(=O)[nH]c(SCC(=O)N2CCCC2)n1	3	3	0	-9	1.6	-6	-0.2	3	-1	4
Cc1ccccc1NS(=O)(=O)c1ccc2c(c1)NC(=O)CO2	-4	2	3	0	1.4	8	-0.1	9	4	4
CC(NC(=O)c1ccco1)C(=O)N1CCN(c2ccccc2)CC1 (stereo not given)	6	0	-2	-6	2.0	11	-0.7	-5	0	-3
COCCN(C(=O)CCC(=O)Nc1ccccn1)C(C(=O)NC(C)C)c1ccc(Cl)cc1 (stereo not given)	-3	-5	8	-8	0.8	5	0.2	-6	-5	-2
CCc1cc2c(=O)[nH]c(CC(N)=O)nc2s1	-12	3	-2	8	3.8	10	0.1	-1	-1	-3
COc1ccccc1C(=O)NCC(=O)Nc1ccccc1	-6	2	-1	-9	-0.5	-4	0.4	3	-7	2
Cc1ccccc1OCC(=O)OCC(=O)NCc1ccccc1Cl	-2	-3	1	7	-0.1	-1	0.1	5	0	6
C#CCOC(=O)Nc1cccn(Cc2c(Cl)cccc2Cl)c1=O	-8	-2	-4	1	-0.9	9	0.1	-19	-6	6
CCCNC(=O)C1CN(C(=O)c2nn(Cc3ccccc3)c(=O)c3ccccc23)c2ccccc2O1 (stereo not given)	8	4	-2	-3	2.2	-15	0.2	-12	-6	2
Cn1c(=O)c2nnn(/N=C(\c3ccccc3)C3CC3)c2n(C)c1=O	8	-1	-1	5	2.0	-14	-0.1	-18	-1	11
Cc1nnc(SCC(=O)Nc2ccc(N(C)C)cc2)n(N)c1=O	5	-1	1	-6	0.5	-6	0.2	-4	-9	5
CC(C)c1ccc(NC2CCCN(C(=O)c3cnn(C(C)C)c3)C2)cc1 (stereo not given)	9	-10	-1	13	-0.2	4	0.1	2	0	1
C[C@H]1CN(C(=O)OC(C)(C)C)CCN1c1ccc(N2CC[C@H](O)C2)c(C#N)c1	10	0	3	-7	x	-3	-0.1	-59	1	1
CCSc1nc(C)c(C)c(=O)[nH]1	-2	1	-1	8	1.8	10	-0.8	2	-5	7
O=C(C[C@H]1C[C@H](C(=O)N2CCCCC2)[C@@]2(CCc3ccccc3)c3[nH]c4cc(-c5ccco5)ccc4c3CCN2C1=O)NCCN1CCOCC1	-17	17	-5	-9	2.4	19	22*	-273	-5	-4
Nc1cc(C(=O)N/N=C/c2cccc([N+](=O)[O-])c2)n[nH]c1=O	-7	5	0	-2	-0.1	15	-0.3	7	-3	15
Cc1ccc2oc3nc(C)c(C(=O)O)cc3c(=O)c2c1	8	4	-2	-3	2.3	4	1.0	-110	-1	0
CCOc1ccc(CN(CC)C(=O)Cc2c[nH]c3ccccc23)cc1OC	-89	-5	4	1	0.8	7	0.6	-1	-3	-1
CCCCCc1ccc(S(=O)(=O)NCCc2ccncc2)cc1	-20	-3	1	7	1.4	-2	0.2	10	-1	-4
COCCN1Cc2cc3cc(C)ccc3nc2SC1=Nc1cccc(OC)c1	5	1	-1	-2	0.7	2	0.3	-8	-1	-4

Three records drawn at random from the list so far, as already listed:
SMILES	HGIII-sPLA2 inh	rCAG RNA binder	GC-B act	ARFGAP1 inhibitor	FXN GAA850 act	ASAP1 GAP inh	proKLK7 act	ADAM10 inh	GC-A act	Tn6 DDE FP
CC(NC(=O)c1ccco1)C(=O)N1CCN(c2ccccc2)CC1 (stereo not given)	6	0	-2	-6	2.0	11	-0.7	-5	0	-3
Cc1ccc2oc3nc(C)c(C(=O)O)cc3c(=O)c2c1	8	4	-2	-3	2.3	4	1.0	-110	-1	0
CCOc1ccc(CN(CC)C(=O)Cc2c[nH]c3ccccc23)cc1OC	-89	-5	4	1	0.8	7	0.6	-1	-3	-1

Next part.
SMILES	HGIII-sPLA2 inh	rCAG RNA binder	GC-B act	ARFGAP1 inhibitor	FXN GAA850 act	ASAP1 GAP inh	proKLK7 act	ADAM10 inh	GC-A act	Tn6 DDE FP
CCc1nc2c(OCC(=O)C(C)(C)C)cccn2c1N(C)C(=O)c1ccccc1F	-6	1	5	12	-1.7	1	-0.1	0	0	3
CCOC1CC(C)(C)NC(=S)N1 (stereo not given)	7	-3	7	-12	2.5	-21	0.0	0	2	4
O=C(CCc1nnc(C2CCCCC2)o1)N1CCN(c2ccccc2F)CC1	-6	-7	-5	12	3.1	19	0.5	5	1	2
CC(C)Oc1ccc(S(=O)(=O)N2CCCCCC2)c2ccccc12	3	1	-1	x	x	x	0.3	-1	-2	-3
CC(C)C[C@H]1CN(CCCC[C@@H]2CNC(=O)C(=O)N2CCc2ccccc2)C(=O)C(=O)N1CCc1ccccc1	-12	0	2	4	x	0	0.6	-10	5	-9
O=C1CC(c2ccc(S(=O)(=O)N3CCN(c4ccccc4)CC3)cc2)CN1 (stereo not given)	3	-2	3	-1	-0.3	-7	0.1	0	3	3
Cc1ccccc1CS(=O)(=O)CCC(=O)NCCCN1CCN(c2ccccc2F)CC1	-3	3	-4	-5	0.9	8	-0.6	2	6	0
CC(=NNS(=O)(=O)c1ccc([N+](=O)[O-])cc1)c1ccc(C)cc1	1	2	2	4	-0.3	-5	0.8	-7	3	-7
CCOC(=O)CNC(=O)c1cccnc1Oc1ccc(Cl)cc1	10	-7	2	-5	2.4	9	0.4	1	-1	6
Oc1ccc(Br)cc1CNc1cccc2cccnc12	-15	9	-3	12	1.3	10	0.1	9	-3	-7
O=S(=O)(Nc1ccc(-n2cccc2)cc1)c1ccc(Cl)c(Cl)c1	-67	16	2	8	-0.4	4	0.1	19	-1	2
COc1ccc2c(Cl)c(C(=O)NN)sc2c1	1	7	0	2	0.2	-1	0.8	-10	-1	1
CCc1ccc(OCC(=O)NNC(=O)Cc2c(F)cccc2Cl)cc1	-21	-6	-7	4	3.0	9	0.7	-9	0	3
Cc1noc(C)c1C(=O)N(CC(=O)Nc1ccc(Cl)c(C(F)(F)F)c1)Cc1ccco1	-15	1	-4	7	-0.2	-12	-1.1	5	-5	-1
CC(C)(C)OC(=O)[C@H](Cc1ccccc1)NC(=O)c1nc[nH]c1C(=O)NCCCCCN	-1	1	3	2	3.1	-10	0.3	-2	3	5
Cc1cccn2cc(COc3ccc(-c4ccccc4)cc3)nc12	-19	-2	-2	7	-1.2	-3	-0.2	11	0	-2
CCOC(=O)CCCNC(=O)OC1CCC12CCC(c1ccccc1)CC2 (stereo not given)	8	1	-1	x	x	x	-0.5	3	2	4
Oc1ccccc1C1NN=C(c2ccccc2)S1 (stereo not given)	-4	5	1	-5	6.0	9	4.5	-7	3	-5
CC1=CC(=C2N=C(c3ccccc3)OC2=O)C=C(C)O1	1	0	-6	0	7.1	-7	-0.2	-5	-5	4
O=c1[nH]c(=S)[nH]c2c1C(C1CCCCC1)OC(C1CCCCC1)C2 (stereo not given)	7	7	0	-3	x	5	0.0	3	-5	-2
COc1ccc(CCNC(=O)CCCn2c(=S)[nH]c3ccsc3c2=O)cc1OC	15	7	5	-5	0.8	-4	-0.4	0	-11	0
CCN(CC)C(=S)SCC(=O)Nc1cccc(C(F)(F)F)c1	-11	-3	-4	10	1.3	2	-0.3	7	1	-2
CSCCC(c1nnnn1C(C)(C)C)N1CCN(C/C=C/c2ccccc2)CC1 (stereo not given)	-4	-1	5	2	x	13	0.0	4	-3	-1
CCC(=O)c1ccc(OCC(=O)OCC(=O)NCC2CCCCC2)cc1	-4	-2	-5	14	0.5	6	0.4	2	7	-5
COCC(C)n1c(C)cc(C(=O)COC(=O)c2ccc3ncsc3c2)c1C (stereo not given)	-2	-2	2	10	3.8	15	0.5	9	-3	-2
Cc1ccc(NC(=O)CSc2ncccn2)cc1S(=O)(=O)N1CCCCC1	-1	1	1	21	1.7	1	0.0	-16	1	-1
CC1(C(=O)Nc2cccc3cccnc23)CCN1C(=O)CC1CC1 (stereo not given)	0	2	-5	3	-0.2	-3	0.5	-14	-2	3
CCCc1cc(=O)n2[nH]c(C)cc2n1	3	-1	0	-5	1.6	1	0.6	-10	6	-1
COc1cc(/C=N/NC(=O)Cc2ccc(Br)cc2)cc(OC)c1O	-6	-1	1	-18	1.7	5	-7.5	-40	-2	-6
O=C(COC(=O)[C@H](Cc1ccccc1)NC(=O)c1cccs1)Nc1ccccc1C(F)(F)F	-8	-3	-5	3	2.1	11	-1.0	9	-4	5
COCCNC(=O)CCCn1c(=O)c2cc(OC)c(OC)cc2n(CC(=O)Nc2ccc(C)c(F)c2)c1=O	-3	-2	-9	11	-0.6	-3	0.8	-10	-8	-1
COc1ccc(CCNC(=O)C2CCN(S(=O)(=O)c3ccc(C)cc3)CC2)cc1	0	-2	7	1	-1.8	-7	0.1	9	1	-2
Nc1ccc(N2CCOCC2)c2nonc12	5	4	-5	10	1.4	6	1.6	2	-7	-2
O=C(NCCc1ccccc1)O[C@H]1CC[C@@]23CCCN2C(=O)CCC[C@H]3C1	-1	x	3	x	x	x	x	-1	0	10
COc1ccc(CC(=O)NCC2CCCN(Cc3ccccc3Cl)C2)cc1 (stereo not given)	-3	-7	0	11	-0.2	11	0.8	6	-9	5
O=C(CN1CCN(c2ccccc2)CC1)Nc1ccc2c(c1)OCCO2	-3	-7	-1	-2	2.1	7	-0.8	3	0	3
CCC(C)[C@H]1CNCCN1CCc1cccc2ccccc12 (stereo not given in full)	9	8	-20	-12	1.6	1	0.1	-2	-12	0
CCCC1C(C(=O)OCC)=C(C)NC(C)=C1C(=O)OCC	-2	-9	-6	-6	-2.2	4	0.5	-62	-7	0
Cc1c(NC(=S)NC(=O)c2ccccc2Br)c(=O)n(-c2ccccc2)n1C	5	-3	-3	1	2.2	-5	-0.1	2	2	10
Cc1cc(NC(=O)CCCC(=O)N(CC(=O)NCCc2ccccc2)Cc2ccc(F)cc2)no1	-3	-3	3	1	-0.9	-12	0.3	1	0	-6
O=C(Nc1ccc(NC(=O)c2cccs2)c(Cl)c1)c1ccco1	-4	3	2	11	-0.7	2	-0.9	4	2	10
CS/C(=C\[N+](=O)[O-])Nc1ccccc1	0	2	-8	15	-2.2	-2	0.1	-6	3	-5
O=c1ccsn1Cc1ccccc1	7	1	19	-3	3.1	2	0.7	3	36	-10
O=C(CSc1nc2c([nH]c3ccccc32)c(=O)n1-c1cccc(Cl)c1)N1CCOCC1	-4	7	14	15	-0.1	-8	0.7	-13	-4	-7
COc1ccc(C2CC(c3ccc4ccccc4c3OC(C)=O)=NN2C(C)=O)cc1 (stereo not given)	-5	-6	5	4	1.0	7	2.2	-23	8	-4
C=CCNC(=O)N1CCCC(C(=O)c2cccc(Cl)c2)C1 (stereo not given)	-1	-4	7	13	-0.2	-3	-0.5	1	7	-2
CCC(C)[C@H](NC(=O)CCn1nnc2ccccc2c1=O)C(=O)O (stereo not given in full)	8	-2	-1	-18	-2.8	1	0.1	-10	-2	3
Cc1noc(/C=C/N(C)C)c1S(=O)(=O)N1CCc2ccccc21	7	15	4	-5	1.9	-6	-0.4	0	-4	-2

Rows were taken by chance. About 4.5% of those tested had a hit in this group.
